# Screens: PubChem, The Scripps Research Institute Molecular Screening Center
# OXTR ag – activates the human oxytocin receptor; P30559; CHO-OTR cells, Fluo-8 calcium fluorescence; normalized: DMSO 0%, oxytocin 100%; activation, % at 3 µM; 320,000 compounds, 0.32% hits; AID 2435;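 active means activation above the mean of all tested compounds plus 3 SD, cutoff set per screening run, cut at about 20% in these data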;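 further: peak over basal fluorescence ratio from a 100 s FLIPR kinetic read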
# Target sequence (P30559 whole entry, looked up): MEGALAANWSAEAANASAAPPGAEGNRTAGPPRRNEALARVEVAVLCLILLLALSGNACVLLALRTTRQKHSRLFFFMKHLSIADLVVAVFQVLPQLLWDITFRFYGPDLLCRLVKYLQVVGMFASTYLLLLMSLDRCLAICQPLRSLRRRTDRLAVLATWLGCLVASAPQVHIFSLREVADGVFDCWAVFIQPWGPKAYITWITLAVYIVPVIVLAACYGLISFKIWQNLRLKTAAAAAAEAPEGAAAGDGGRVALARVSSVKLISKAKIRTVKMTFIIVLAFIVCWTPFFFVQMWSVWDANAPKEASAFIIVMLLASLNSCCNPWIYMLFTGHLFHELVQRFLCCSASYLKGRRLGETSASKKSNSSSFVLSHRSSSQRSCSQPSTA
# CHO-K1 Ca antag – counter-screen for M1 antagonists: effect in parental CHO-K1 cells | ATP-induced calcium, Fluo-8 fluorescence | inhibition, % at 3 µM | 360,000 compounds, 0.6% hits | AID 602250;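 active means inhibition above a per-plate cutoff, the plate's mean sample inhibition plus 3 SD, cut at about 24% in these data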;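 further: 0% = DMSO plus EC80 ATP and 100% = DMSO alone without ATP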
# GPR7 antagonist – human neuropeptides B/W receptor 1 antagonism. P48145. GPR7-expressing cells, fluorescence antagonist assay. inhibition, % at 4.4 µM. 290,000 compounds, 1.1% hits. AID 1861; in the data active means inhibition above about 16%, passing the limit was not always enough;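 further: cells stimulated with the agonist NPW; 0% = agonist with vehicle and 100% = vehicle without agonist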
# M1 PAM parental – nonselective activator or artifact in parental CHO-K1 calcium assay | ATP EC20, Fluo-8 calcium fluorescence; 0% at ATP EC20, 100% at ATP max | AID 602247 | activation, % at 3 µM | 360,000 compounds, 0.02% hits;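 active means activation above the run cutoff, the mean activation of all test compounds plus 3 SD, cut at about 40% in these data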;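 further: peak over basal fluorescence ratio in a 140 s read after ATP addition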
# CHO parental Ca – counter-screen: ATP calcium response change in parental CHO cells; 330,000 compounds, 0.63% hits; inhibition, % at 5.6 µM; AID 463079; parental CHO-K1, ATP-induced calcium, Fluo-8 fluorescence;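 active means inhibition above that plate's mean sample inhibition plus 3 SD, cut at about 26% in these data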;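 further: 0% = ATP-challenged DMSO wells and 100% = DMSO wells without ATP; some compounds past the cut are filed as inactive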
#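 Material: Parental CHO cells | Reagent: ATP | Compound dosing: Single nominal dose of 5.6 µM per compound | Detection: Intracellular calcium via Fluo-8 no-wash fluorescent dye | Read-out: % inhibition of ATP-induced calcium mobilization | Benchmarks: Low control ATP plus DMSO, high control DMSO only | Replicates: Singlicate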
# TAAR1 antag – human TAAR1 antagonism | Q96RJ0 | CHO RD-HGA16 TAAR1, Fluo-8 calcium fluorescence, antagonist | inhibition, % at 3 µM | 360,000 compounds, 1.5% hits | AID 624466;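 active means inhibition above a per-plate cutoff, the mean inhibition of test compounds on that plate plus 3 SD, cut at about 49% in these data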;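 further: 0% = DMSO plus EC80 beta-PEA response and 100% = DMSO alone without agonist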
# Target sequence (Q96RJ0 whole entry, looked up): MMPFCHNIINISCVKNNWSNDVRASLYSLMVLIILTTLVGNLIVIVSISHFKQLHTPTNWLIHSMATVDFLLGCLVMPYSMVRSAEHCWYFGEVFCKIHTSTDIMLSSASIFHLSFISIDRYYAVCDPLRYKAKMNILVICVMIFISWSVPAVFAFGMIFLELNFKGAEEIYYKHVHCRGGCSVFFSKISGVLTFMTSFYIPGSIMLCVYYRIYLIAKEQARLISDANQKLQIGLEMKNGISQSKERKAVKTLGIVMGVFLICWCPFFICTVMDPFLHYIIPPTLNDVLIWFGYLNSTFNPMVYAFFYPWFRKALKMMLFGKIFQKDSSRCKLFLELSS
#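 test system = CHO RD-HGA16 cells bearing hTAAR1 | replication = singlicate | controls = DMSO-only wells and EC80 β-PEA-stimulated wells | reagent = EC80 β-phenethylamine stimulus | read-out basis = percent inhibition of PEA-evoked calcium signal, max/basal emission ratio | schedule = seeding 17-24 h prior, 75-min 37 °C, 30-min RT dye loading | signal = kinetic Fluo-8 calcium fluorescence measurement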
# V1aR counter – V1a receptor agonism, counter-screen for OXTR agonists; 320,000 compounds, 0.25% hits; CHO-V1R cells, Fluo-8 calcium fluorescence, agonist mode; 0% DMSO, 100% 3 nM vasopressin; P37288; activation, % at 3 µM;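 active means activation above the mean activation of all tested compounds plus 3 SD, per screening run, cut at about 20% in these data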;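 further: signal is peak over basal fluorescence ratio across a 100 second FLIPR read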
# M1 ag parental – counter-screen for M1 agonists: effect in parental CHO-K1 cells; Fluo-8 calcium fluorescence; scaled to maximal ATP response, vehicle zero; activation, % at 3 µM; 360,000 compounds, 0.48% hits; in the data active means activation above about 15%;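 further: untransfected CHO-K1 host cells lacking M1 receptor as counterscreen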
# OXTR potentiate – potentiates the human oxytocin receptor response. CHO-OTR cells, Fluo-8 calcium fluorescence, potentiator mode; 0% = oxytocin EC15, 100% = EC100. 320,000 compounds, 0.061% hits. activation, % at 3 µM. P30559;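 active means activation above that plate's cutoff, the mean activation of tested compounds plus 3 SD, cut at about 6.6% in these data, passing the limit was not always enough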;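 further: 100% uses oxytocin at 75 nM as the full agonist control; some results filed as inactive read as strong as hits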
#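 Dosing: Single dose, 3.0 µM nominal final compound concentration | Material: Human OTR in CHO cells | Technique: Kinetic Fluo-8 calcium fluorescence | Benchmarks: EC15 oxytocin alone as 0%, 75 nM oxytocin as 100% | Probe or stimulus: Oxytocin at about EC15, sub-maximal agonist stimulus | Incubation: Compound 6 min at room temperature before oxytocin, 100 s read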
# * marks the source's active call; other numbers are inactive results; nt = not tested or not shown. This is a random part of the collection; overall some 3.5% were active at least once.
SMILES,OXTR ag,CHO-K1 Ca antag,GPR7 antagonist,M1 PAM parental,CHO parental Ca,TAAR1 antag,V1aR counter,M1 ag parental,OXTR potentiate
CCOC(=O)/C(=N/Nc1ccccc1)Sc1nnnn1-c1ccc(C)cc1,-2.0,12,-2,-10,-21,3,0.9,-0.1,7
O=S(=O)(c1cc(F)ccc1F)N1CCC2(CC1)OCCN2S(=O)(=O)c1cccs1,2.7,-5,nt,-3,-8,-15,4.9,5.0,-11
O=C(NCc1ccco1)c1ccc(OCC2CCCO2)cc1 (stereo unspecified),-1.3,-1,-10,15,-12,8,-0.3,0.3,-15
COc1ccc(NC(=O)C(C)Oc2ccc(/C(C)=N\O)cc2)cc1 (stereo unspecified),40*,-10,42*,-1,6,6,33*,6.5,-23
COc1ccc(NC(=O)CSc2ccc3nnc(-c4ccccn4)n3n2)c(OC)c1,-0.3,0,-9,11,-9,-1,1.0,0.9,-6
CC(C)(C)OC(=O)N[C@H]1C=C[C@@H](OC(=O)CC(=O)OCC(F)(F)F)C1,nt,-20,nt,12,-4,10,nt,0.6,nt
COc1c(O)ccc(/C=N\NC(=O)c2ccc3c(c2)OCO3)c1[N+](=O)[O-],1.2,-3,-1,5,-1,0,0.3,1.0,-3
Cc1nn(-c2ccccc2)c2[nH]c(=O)cc(C(F)(F)F)c12,7.1,-6,-5,3,-4,-22,9.5,1.8,-7
COc1ccc(CCNC(=O)C2CCCN(S(=O)(=O)c3cccc4nonc34)C2)cc1OC (stereo unspecified),-1.2,-10,7,9,-34,0,0.5,1.6,-10
Cc1ccc(N(CC(=O)NC2CCCC2)C(=O)CCC(=O)Nc2ccccn2)cc1C,0.3,-19,11,-3,-9,-1,-0.9,0.2,-9
CN(C)c1nc(SCC(=O)Nc2ccc(Cl)c(Cl)c2)nc(N2CCOCC2)n1,-1.1,-5,-6,-23,-23,-22,0.4,-0.1,-3
Cc1cc(C)nc(NC(=O)Nc2ccc(F)cc2F)n1,nt,-5,-13,-4,nt,-9,nt,0.5,nt
CCCC(=O)NCCc1nc2cc([N+](=O)[O-])ccc2n1C,0.0,-18,0,19,-13,7,-0.6,0.8,-10
CCC(=O)N1CCCc2cc(S(=O)(=O)NCc3cccs3)ccc21,0.7,16,-4,-6,-14,1,-0.3,0.2,-2
COc1ccc2[nH]cc(C(=O)CN3CCCC(C)C3)c2c1 (stereo unspecified),1.7,-2,-2,16,-15,-12,0.3,1.0,-13
COc1ccc(/C=N/n2c(-c3cc(C)[nH]n3)n[nH]c2=S)cc1,-1.6,-10,-3,21,10,-22,-0.6,1.8,-1
CNS(=O)(=O)c1c(C)cc(C)c(N(C)S(=O)(=O)c2ccccc2)c1C,0.4,12,8,-3,-14,2,1.0,1.5,-5
COc1ccccc1CN1CC(C(=O)NCCN2CCOC2=O)CCC1=O (stereo unspecified),nt,2,-1,3,nt,-23,nt,0.0,nt
Cc1ccc2cc(F)ccc2n1,nt,-17,nt,14,nt,7,nt,3.6,nt
CCOC(=O)N1CCN(C(=O)CN(c2cccc(OC)c2)S(C)(=O)=O)CC1,1.3,-7,-4,17,-12,5,-0.9,0.5,-2
COc1ccc(C(CNC(=O)COc2ccc(Cl)c(C)c2)N2CCCCC2)cc1 (stereo unspecified),0.5,-12,28*,10,-30,3,2.1,1.1,-10
O=C(O)c1cc(-c2ccc(Cl)cc2)n(-c2ccc(F)cc2)n1,2.8,-14,-14,-4,-3,3,-0.2,0.1,0
Cc1cc(O)c(C(C)C)cc1N=Cc1ccc([N+](=O)[O-])cc1,nt,-12,nt,19,nt,6,nt,1.0,nt
Cc1c(C(=O)NCC2CCCO2)sc2nc(-c3ccc(F)cc3)cn12 (stereo unspecified),3.8,9,-1,-6,-2,-17,4.2,0.8,-1
O=C(O)Cc1ccc(N2N=C(c3ccccc3)CC2=O)cc1,nt,16,nt,-1,nt,-2,nt,-0.3,nt
OCCC1CN(Cc2cccn2-c2ccccn2)CCN1Cc1ccccc1 (stereo unspecified),0.6,-2,-10,4,-21,-10,-0.4,-0.1,6
C[C@@H](C(=O)OCC(=O)c1ccccc1)N1C(=O)C2CCCCC2C1=O (stereo partly specified),-0.5,-19,nt,20,-19,5,0.5,2.0,-6
CN(C)S(=O)(=O)c1ccc(N2CCCC2)c(C(=O)Nc2ccccc2Br)c1,-2.4,-5,nt,4,-11,12,1.0,1.8,-5
CCn1c(-c2ccc([N+](=O)[O-])cc2)n[nH]c1=S,2.1,14,3,10,-1,-14,-0.6,0.3,-10
Cc1nc2ccccc2c(C)c1C(=O)c1ccc(F)cc1,-1.8,-4,-4,1,-15,1,-1.1,0.6,-4
CCCNC(=O)CN1C(=O)COc2ccc(S(=O)(=O)N3CCCCCC3)cc21,-1.5,-11,-4,11,-5,-5,-0.7,0.1,-7
COCCCNC(=O)c1cc(-c2cccnc2)nc2ccc(S(=O)(=O)N3CCCCCC3)cc12,0.0,-6,6,14,-9,-14,0.4,-0.2,-9
COc1ccccc1C(=O)COC(=O)c1cccs1,-0.9,-3,nt,19,-8,-9,-0.4,0.6,9
COc1ccc(C(=O)ON=C2C=C(C)C(=O)C(C)=C2)cc1,-1.9,-6,-10,2,3,-1,0.3,1.0,-6
COC(=O)c1ccc([C@@H]2C[C@H]3CN(Cc4cccnc4)C(=O)[C@]34CCCN24)cc1,-0.2,2,-5,16,-16,-1,-0.8,0.1,-1
COc1ccc(NC(=O)CSc2nc3c(sc4ccccc43)c(=O)n2CCCN2CCCC2)cc1,1.3,-12,-6,5,-16,nt,0.2,-0.3,-2
CC(C)CNC(=S)NC1CCCC1,0.8,-6,5,20,-5,-9,0.1,3.4,1
Cn1c(=O)c2c(nc(NCc3ccccc3)n2C)n(C)c1=O,-0.4,3,-13,-3,-10,1,-0.9,-0.2,-3
COc1ccc(-c2nc3c(c(=O)c4ccccc4n3C)c(=O)n2Cc2ccccc2)cc1,-2.1,6,-2,13,-2,8,0.2,0.5,-4
COCC(=O)N(CCc1ccccc1)Cc1cc2cc(C)ccc2nc1Cl,-2.0,2,1,3,-27,10,-0.4,0.8,-13
O=C1N=C(N2CCOCC2)S/C1=C\c1ccc(-c2ccccc2Cl)o1,-1.2,-2,-6,5,-5,-30,-0.4,0.1,-11
COc1ccc(C)cc1S(=O)(=O)N(CC(=O)NCc1ccco1)c1ccc(C)cc1,-0.8,-3,2,18,-18,-14,0.2,2.0,-11
COc1ccc(C=NNC(=O)c2cc(C)oc2C)cc1O,0.1,1,nt,17,-8,0,-0.8,0.2,-6
O=[N+]([O-])c1ccc(OCCCCN2CCCCC2)cc1,0.3,5,15,11,-9,-14,0.1,0.0,0
Cc1cccc(NC(=O)c2sc(C)nc2C)c1,-0.6,-11,-11,22,-13,1,0.8,0.2,-5
COc1ccc(OCC(=O)Nc2nc3ccc(NC(C)=O)cc3s2)cc1,-0.1,-11,0,11,-16,25,0.1,0.3,-5
COC(=O)c1c(NC(C)=O)sc(C(=O)Nc2ccccc2)c1C,-0.8,-19,4,23,-18,-15,-0.3,2.0,-4
CCCCN(C(=O)c1ccc(S(=O)(=O)N(C)C)cc1)c1ccccc1,-0.2,-17,2,18,-15,-9,-1.1,1.3,-5
O=C(NN=C1CCN(Cc2ccccc2)CC1)c1ccccc1O,-0.2,-17,-9,26,-17,-30,0.1,1.4,-9
O=C(NCc1cccnc1)c1ccc2c(c1)N(Cc1ccccc1)CCS2,0.1,-14,-2,10,-4,3,1.4,6.2,-4
O=C(NC(c1ccccc1)c1ccccc1)c1ccc(Br)o1,-2.6,1,6,4,-17,23,-1.1,0.1,-6
COC(=O)CCSc1nccn1Cc1ccccc1,0.5,-11,-8,16,2,10,0.2,0.6,3
Cc1c(Cl)cccc1NC(=O)CCCN1C(=O)CCC1=O,0.2,-31,-14,6,-1,-1,0.5,0.0,0
